TNAP act hiacc: TNAP (human) activation, high acceptor. 200,000 tested, under 10 active. AID 1136. activation factor at 20 µM. purified TNAP, CDP-star luminescence, 1 M DEA, 30 min; stronger effect = higher value; 0 = EDTA background, 1 = DMSO-only activity;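 active = activation factor at least 2 at 20 µM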
Target sequence (P05186 whole entry, looked up): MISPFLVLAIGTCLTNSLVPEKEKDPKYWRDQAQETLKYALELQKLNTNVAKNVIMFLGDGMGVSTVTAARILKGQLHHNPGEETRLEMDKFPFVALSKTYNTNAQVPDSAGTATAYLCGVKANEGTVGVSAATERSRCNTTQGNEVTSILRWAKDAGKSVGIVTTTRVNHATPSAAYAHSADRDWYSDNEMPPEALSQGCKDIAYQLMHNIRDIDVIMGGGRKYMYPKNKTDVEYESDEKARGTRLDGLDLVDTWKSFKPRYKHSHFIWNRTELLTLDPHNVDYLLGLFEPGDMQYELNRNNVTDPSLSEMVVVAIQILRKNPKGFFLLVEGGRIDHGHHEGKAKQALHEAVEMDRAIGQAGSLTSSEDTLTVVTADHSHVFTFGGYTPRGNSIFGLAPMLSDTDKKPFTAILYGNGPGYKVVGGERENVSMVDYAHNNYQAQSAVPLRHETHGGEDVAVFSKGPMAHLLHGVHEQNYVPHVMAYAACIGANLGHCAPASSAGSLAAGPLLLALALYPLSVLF
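system = human TNAP | amount = enzyme diluted 1/800 final | reagent = 100 µM CDP-star substrate | signal = luminescent substrate turnover signal | dosing = one dose, 20 µM | benchmarks = EDTA negative control, DMSO positive control | measure = activation factor | timing = 30 min reaction, room temperature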
bIAP activator: intestinal alkaline phosphatase (bovine) activation; purified bovine IAP, CDP-star luminescence, 30 min; stronger effect = higher value; fold of DMSO-control signal, blank-subtracted; activation factor at 20 µM; hit rate 0.17% among 200,000; AID 1016;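 active = activation factor of 2 or more at 20 µM, a signal rise over negative controls twice the positive control's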
SRC2 TRFRET art: flags TR-FRET format artefacts in PPARgamma SRC-2 recruitment agonist screen | hit rate 0.4% among 200,000 | TR-FRET ratio at 8 µM | TR-FRET artefact counter-screen; stronger effect = higher value; in the data active = TR-FRET ratio above about 2000; note: inactives centre near 1500
bIAP inh: blocks bovine intestinal alkaline phosphatase activity; purified bovine IAP, CDP-star luminescence, 30 min; inhibition, % at 20 µM; 190,000 tested, under 10 active;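 active = over 50% inhibition of intestinal alkaline phosphatase at 20 µM in the single-dose screen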
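System: Purified bovine intestinal alkaline phosphatase (IAP) enzyme | Input: IAP diluted 1/65,000,000 in the well | Also added: CDP-star chemiluminescent phosphatase substrate, 30 µM final | Dosing: 20 µM single dose | Times: Enzyme reaction for 30 min at room temperature | Detection: Luminescence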
ROMK primary: modulators of human ROMK potassium channel; Tet-inducible ROMK, thallium flux fluorescence; actives lie on both sides; B-score at 10 µM; hit rate 2% among 130,000;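 active = signal ratio slope over the read window, or its plate-corrected B-score, at least 3 SD from the plate mean, either direction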;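 note: B-score of the F/F0 ratio slope over 7 to 12 s after thallium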
Target sequence (P48048 whole entry, looked up): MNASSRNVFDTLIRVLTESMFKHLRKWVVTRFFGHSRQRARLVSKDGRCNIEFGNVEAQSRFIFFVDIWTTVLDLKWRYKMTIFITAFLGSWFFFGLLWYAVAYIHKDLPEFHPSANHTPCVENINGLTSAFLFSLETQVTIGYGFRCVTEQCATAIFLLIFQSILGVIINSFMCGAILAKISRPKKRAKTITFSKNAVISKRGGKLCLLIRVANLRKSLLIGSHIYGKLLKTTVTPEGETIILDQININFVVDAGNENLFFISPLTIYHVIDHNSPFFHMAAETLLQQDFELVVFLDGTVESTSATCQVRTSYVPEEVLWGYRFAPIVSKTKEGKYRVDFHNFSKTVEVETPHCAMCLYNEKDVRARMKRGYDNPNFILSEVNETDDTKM
STAT1 blocker: reduces IFN-gamma driven STAT1 reporter signal; NIH 3T3 STAT1-luciferase reporter, luminescence; inhibition, % at 5.5 µM; hit rate 0.35% among 200,000; AID 920;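 active = inhibition above a set limit, the mean inhibition across all tested compounds plus 3 SD, cut at about 34% in these data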;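 note: 0% = IFN-gamma with DMSO and 100% = IFN-gamma with 300 µM nifuroxazide; values of inactives mirror those of a sister screen read the other way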
PPARg SRC2 recr: agonists of SRC-2 recruitment by human PPARgamma. PPARgamma LBD-SRC-2 recruitment, biochemical. hit rate 0.34% among 200,000. activation, % at 8 µM; in the data active = activation above about 22%;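 note: 0% = vehicle and 100% = reference agonist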
STAT3 act: STAT3 signaling activation; activation (% of control), % at 5.6 µM; U3A cells, IL-6 STAT3-luciferase reporter, luminescence; 100% = signal with IL-6 EC80 alone; hit rate 0.91% among 190,000;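 active = activation above the screen-wide mean of compound activation plus 3 SD, cut at about 130% in these data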;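 note: 0% = background luminescence of wells with medium and substrate only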
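Material: STAT3-luciferase reporter U3A cells; Probe or stimulus: IL-6 (33 ng/mL); Incubation: compound pre-incubation 1 h before IL-6, then 6 h stimulation at 37 °C; Technique: luminescence from STAT3-driven luciferase reporter; Evaluation: % activation versus median of IL-6-stimulated wells; Controls: IL-6-only high control.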
PPARg SRC-1 ag: PPARgamma-driven SRC-1 recruitment agonism. P37231. hit rate 0.41% among 200,000. PPARgamma-SRC-1 coactivator recruitment biochemical assay. activation, % at 8 µM; in the data active = activation above about 19%;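 note: 0% = DMSO and 100% = reference agonist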
STAT3 inh: reduces IL-6 driven STAT3 reporter signal | U3A cells, IL-6 STAT3-luciferase reporter, luminescence; host cell line lacks STAT1 | inhibition, % at 5.5 µM | hit rate 0.89% among 190,000 | AID 862;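 active = inhibition above the mean inhibition across all screened compounds plus 3 SD, cut at about 44% in these data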;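 note: 0% = DMSO only wells and 100% = 100 µM nifuroxazide control wells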
PPARg SRC3 recr: promotes SRC-3 coactivator recruitment by human PPARgamma; P37231; biochemical PPARgamma/SRC-3 coactivator recruitment assay; activation, % at 8 µM; hit rate 0.26% among 200,000; in the data active = activation above about 23%;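 note: 0% = DMSO and 100% = reference agonist; some compounds past the cut are filed as inactive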
* hit, by the source's call; / = no result given. This is a random part of the collection; overall some 3.7% were active at least once.

SMILES | TNAP act hiacc | bIAP activator | SRC2 TRFRET art | bIAP inh | ROMK primary | STAT1 blocker | PPARg SRC2 recr | STAT3 act | PPARg SRC-1 ag | STAT3 inh | PPARg SRC3 recr
N#CC1=C(C=Nc2ccccc2O)CCC1 | 1 | 0.9 | 1388 | 10 | 0.76 | -6 | -3 | 104 | 2 | -2 | 5
O=C(CSc1ncn[nH]1)Nc1ccc2c(c1)CCC2 | 1 | 0.9 | 1553 | 8 | 0.0026 | -4 | -7 | 105 | -8 | -2 | -1
CCC(Sc1nc(=O)cc(N)n1-c1cccc(C)c1)C(=O)Nc1cc(C)on1 (centres undefined) | 1.1 | 1 | 1566 | 0 | 1.2 | -1 | 2 | 106 | 4 | -3 | 7
O=C(NCC1CCCO1)c1ccc(Oc2ccc([N+](=O)[O-])cc2Cl)cc1 (centres undefined) | 1 | 1 | 1429 | 2 | -0.39 | 7 | -1 | 95 | -4 | 6 | -1
O=C(O)Cc1ccc(NC(=O)Nc2ccc(Br)cc2)cc1 | 1.1 | 1 | 1586 | 4 | 0.4 | 4 | 4 | 95 | 8 | 8 | 1
O=C(OCC(=O)N1CCCC1)c1ccc(OC(F)(F)F)cc1 | 1 | 1 | 1496 | 3 | 0.36 | -4 | 5 | 96 | 9 | 8 | -1
CO/N=C/NC(=O)c1c(OC)ccnc1Oc1ccccc1 | 1.1 | 0.9 | 1401 | 7 | / | 1 | -1 | 103 | 4 | 3 | -1
CCc1ccc(CC(=S)N2CCOCC2)cc1 | 1 | 0.9 | 1411 | 6 | 0.063 | -12 | -6 | 100 | 2 | 2 | -10
CCOc1ccccc1N1CCN(C(=S)Nc2ccc(S(N)(=O)=O)cc2)CC1 | 1 | 0.9 | 1445 | 13 | -0.015 | 8 | 1 | 83 | 5 | 22 | 3
Cn1nnnc1SCc1ccc(CSc2nnnn2C)cc1 | 1 | 0.9 | 1459 | 7 | 0.38 | -10 | 1 | 103 | 0 | 2 | 1
CN1CCN(C(=O)N2CCNC2=O)CC1 | 1.1 | 1 | 1550 | -2 | / | -5 | 7 | 99 | 2 | 4 | 2
CC1=C(C(=O)Nc2ccccc2C)C2(CCCCC2)C(C(N)=O)C(=S)N1 (centres undefined) | 1 | 1 | 1795 | 0 | -0.068 | 4 | 14 | 97 | 8 | 1 | 6
C/C(NCC(C)(C)CN(C)C)=C(/C#N)C(=O)NCc1ccccc1 | 1 | 0.9 | 1501 | 6 | -0.087 | 4 | 9 | 106 | 4 | -5 | -3
CCc1ccc(S(=O)(=O)Nc2cccc(-c3ccc4nncn4n3)c2)s1 | 1 | 1 | 1362 | 0 | / | 14 | -2 | 97 | -5 | 7 | 2
O=C(N1CCOCC1)N1CCC(n2nnc3cc(F)ccc32)CC1 | 1 | 0.9 | 1320 | 13 | / | -3 | 2 | 97 | 4 | 5 | 4
Cn1c(=O)c2c(nc(OCC3COC(C)(C)O3)n2Cc2ccccc2F)n(C)c1=O (centres undefined) | 1 | 1.1 | 1474 | -7 | -0.46 | 8 | 11 | 105 | 9 | -5 | 10
Oc1ccc(/C=C/c2ccnc3ccccc23)cc1 | 0.9 | 1 | 1394 | 3 | 1.4 | -15 | -9 | 80 | -13 | 24 | -2
O=C(Cc1ccccc1)Nc1ccc(NC(=O)c2cccs2)cc1Cl | 1 | 1 | 1601 | 3 | 0.32 | 4 | 2 | 83 | 9 | 22 | 3
Cc1cc(C)c2c(=O)[nH]c(SCc3ccccc3C)nc2n1 | 1 | 1.1 | 1630 | -13 | -0.59 | 13 | 2 | 99 | -4 | 8 | 4
CC(Sc1nc2ccccc2s1)C(=O)N1CCOCC1 (centres undefined) | 1.1 | 1.1 | 1519 | -7 | / | -4 | -11 | 124 | -6 | -26 | -4
COc1ccc(S(=O)(=O)Nc2ccc(NC(C)=O)cc2)cc1Br | 1 | 1 | 1627 | -1 | 0.3 | 1 | 3 | 100 | -2 | 5 | -2
COC(=O)CNC(=O)/C=C/c1ccc(OC)cc1 | 1.1 | 0.9 | 1567 | 5 | / | -4 | -1 | 101 | -1 | 3 | 4
Cc1cccc(OCCn2c(=O)sc3ccccc32)c1 | 1 | 0.9 | 1428 | 10 | / | -38 | 3 | 100 | 3 | 2 | 9
CC(C)c1ccccc1NC(=O)c1cccnc1 | 1 | 1 | 1618 | -1 | / | -6 | 4 | 104 | 1 | 1 | 5
O=S(=O)(c1ccc(F)cc1)c1nc(-c2ccco2)oc1Nc1ccccc1 | 1 | 1 | 1574 | -3 | -0.18 | -32 | 2 | 103 | 9 | -6 | 0
CC(C)(O)C(O)COc1c2ccoc2cc2oc(=O)ccc12 (centres undefined) | 1 | 1.1 | 1446 | -13 | 0.66 | -3 | 1 | 104 | 2 | -2 | 0
Cc1ccc(Sc2oc(/C=N/n3cnnc3)cc2Br)cc1 | 1 | 0.9 | 1571 | 14 | / | 1 | 0 | 102 | 3 | 4 | 3
CCOc1ccccc1NC(=O)CSc1nnc(-c2ccccn2)n1Cc1ccco1 | 1.1 | 1.1 | 1579 | -6 | -0.49 | 8 | -1 | 98 | -6 | 9 | -2
CC1SC(=NC(=O)c2ccncc2)NC1=O (centres undefined) | 1 | 1.1 | 1669 | -13 | -0.077 | 2 | 10 | 96 | -1 | 7 | 1
CS(=O)(=O)N(Cc1ccccc1)c1ccc(C(=O)NC2CCCCC2O)cc1 (centres undefined) | 1 | 0.8 | 1639 | 17 | -0.05 | -8 | -6 | 103 | 1 | 1 | -3
Cc1ccccc1-n1c(C)nnc1SCC(=O)N1CC(=O)Nc2ccccc21 | 1.1 | 0.9 | 1592 | 6 | -0.34 | -2 | 6 | 106 | 6 | -2 | 4
O=C(/C=C/c1ccc(Cl)cc1Cl)N1CCN(c2ccccc2[N+](=O)[O-])CC1 | 1 | 0.9 | 1568 | 13 | 0.97 | -2 | -2 | 102 | 0 | -3 | -2
Cc1cccc(NC(=S)NC2CC3CCC(C2)N3Cc2ccco2)c1 (centres undefined) | 1.1 | 1.1 | 1506 | -8 | / | -7 | -2 | 101 | 3 | 4 | 4
COc1ccccc1N1CCN(Cc2nc(N)nc(Nc3ccc(C)c(Cl)c3)n2)CC1 | 1 | 1.1 | 1328 | -8 | / | 7 | -2 | 93 | -14 | 12 | -3
Cc1cc(C)n2nc(SCC(=O)Nc3c(C)n(C)n(-c4ccccc4)c3=O)nc2n1 | 1 | 1.1 | 1676 | -5 | / | 7 | 1 | 98 | 0 | 7 | 4
CCOC(=O)Cc1csc(NC(=O)COc2ccc3c(C)cc(=O)oc3c2)n1 | 1.1 | 1 | 1634 | 2 | -0.79 | -4 | 3 | 99 | 12 | 8 | 3
Cc1nnc(NC(=O)c2ccc3c(c2)OCO3)s1 | 1 | 1 | 1469 | 2 | 0.6 | -24 | -6 | 96 | -7 | 12 | 6
CC1(C)Cc2ccccc2C2=C(C(=O)N3CCCCCC3)C(=O)C(=O)N21 | 1 | 1.3 | 1531 | -25 | 0.17 | 0 | 6 | 104 | 4 | 2 | 7
O=C(CCn1c(=O)c2sccc2n(CC(=O)OCc2ccccc2)c1=O)NCc1ccco1 | 1 | 1 | 1786 | 4 | / | -2 | 12 | 95 | 0 | 11 | 2
O=C(O)C1CCN(C(=O)c2scc3c2OCCO3)CC1 | 1 | 1 | 1678 | 2 | -0.19 | 4 | 6 | 102 | 7 | 3 | -5
Cc1ccc(C(=O)NCCc2ccc(F)cc2)s1 | 1 | 1.1 | 1439 | -7 | -1.6 | -35 | 6 | 93 | 4 | 13 | 3
O=C1S/C(=C\C=C\c2ccco2)C(=O)N1c1ccccc1 | 0.9 | 1 | 1457 | 3 | / | -19 | 0 | 84 | -4 | 18 | 6
c1nc(N2CCC3(CC2)OCCO3)c2c3c(sc2n1)CCCC3 | 1.1 | 1 | 1739 | 0 | / | 3 | 6 | 87 | 1 | 19 | 2
CN(C)S(=O)(=O)c1cccc(C(=O)OCC(=O)Nc2sccc2C#N)c1 | 1.1 | 0.7 | 1320 | 26 | 0.24 | -15 | 6 | 134* | -6 | -40 | -5
COc1ccc(CNC(=O)c2cc3c(=O)n4ccccc4nc3n(Cc3ccco3)c2=N)cc1 | / | / | 1550 | / | / | 2 | 5 | 96 | -1 | 8 | 6
O=C(CC(C(=O)N1CCc2ccccc21)n1ccnc1)NCc1ccccc1 (centres undefined) | 1 | 1.2 | 1291 | -23 | -0.41 | 4 | 0 | 99 | 0 | 7 | -11
CC(Oc1ccc(C#N)cc1)C(=O)c1ccc(F)c(F)c1 (centres undefined) | 1 | 1 | 1791 | -3 | -0.49 | 3 | 8 | 101 | 3 | 7 | 1
Clc1ccc(Cn2ncc3c(NCc4cccnc4)ncnc32)cc1 | 1 | 0.9 | 1488 | 14 | -1.8 | 11 | 5 | 78 | 4 | 29 | -14

Single records, from the list above. Values in the order: TNAP act hiacc | bIAP activator | SRC2 TRFRET art | bIAP inh | ROMK primary | STAT1 blocker | PPARg SRC2 recr | STAT3 act | PPARg SRC-1 ag | STAT3 inh | PPARg SRC3 recr
`Cc1nnc(NC(=O)c2ccc3c(c2)OCO3)s1` is listed with 1 | 1 | 1469 | 2 | 0.6 | -24 | -6 | 96 | -7 | 12 | 6
`CN(C)S(=O)(=O)c1cccc(C(=O)OCC(=O)Nc2sccc2C#N)c1` is listed with 1.1 | 0.7 | 1320 | 26 | 0.24 | -15 | 6 | 134* | -6 | -40 | -5

The list goes on.
SMILES | TNAP act hiacc | bIAP activator | SRC2 TRFRET art | bIAP inh | ROMK primary | STAT1 blocker | PPARg SRC2 recr | STAT3 act | PPARg SRC-1 ag | STAT3 inh | PPARg SRC3 recr
CCC(=O)Nc1cccc(NC(=O)CSc2nnc(C3CC3)n2C)c1 | 1 | 1 | 1499 | 2 | 1.2 | -7 | -2 | 97 | -1 | 13 | -11
NC(=O)C1CCN(C(=O)c2ccc(C(F)(F)F)cc2)CC1 | 1 | 0.9 | 1443 | 9 | 1.3 | 1 | -9 | 98 | -4 | 7 | -5
O=C(CCN1CCN(C/C=C/c2ccccc2)CC1)Nc1ccccc1 | 1 | 1.1 | 1629 | -10 | -1.1 | 8 | 8 | 109 | 6 | -10 | -2
Cc1ccc(NCc2nnc(SCC(N)=O)n2CC2CCCO2)c(C)c1 (centres undefined) | 1 | 1 | 1624 | 0 | / | 10 | 3 | 102 | 3 | 2 | 14
c1ccc(C(CN2CCOCC2)c2ccccc2)cc1 | 1.1 | 1 | 1676 | 1 | -0.41 | 6 | -2 | 103 | 6 | 1 | -4
COc1ccccc1-c1nnc(SCC(=O)O)n1C | 1 | 1 | 1457 | 0 | 0.31 | 0 | 5 | 164* | -5 | -66 | -3
C[C@@H]1CC[C@@]2(O[C@H](CCO)C[C@H](O)[C@H]2O)O1 | 1 | 1.1 | 1462 | -12 | / | 3 | -1 | / | 3 | / | 1

Screening data: PubChem BioAssay, several laboratories
